Screens from PubChem BioAssay.
KCNQ1 act: potentiators or activators of human KCNQ1 potassium channel; P51787; AID 2648; CHO-K1 KCNQ1, thallium flux FluxOR fluorescence; stronger effect = higher value; actives 0.35% (n = 310,000); B-score at 10 µM;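 active = fluorescence ratio B-score, a plate-corrected score, at least three library SD, with initial intensity B-score within 5 SD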
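System: CHO-K1 cells stably expressing KCNQ1 / Medium: assay buffer for compound exposure, DMSO matched across wells / Reagent: thallium- and potassium-containing depolarizing buffer / Compound: one concentration, matched DMSO / Incubation: 20 min compound pretreatment at room temperature / Measured by: kinetic FluxOR fluorescence, 10 s baseline plus 110 s post-stimulus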
hERG protect: hERG (human) protection from proarrhythmic block | Q12809 | CHO-hERG, FluxOR thallium flux, dofetilide IC70 present | activation (rescue from dofetilide block), less the hit threshold, % at 10 µM | actives 0.51% (n = 310,000) | AID 1511;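 active = activation above the mean of controls blocked by dofetilide plus 5 SD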;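 also: thallium influx through hERG after potassium depolarization seen as dye fluorescence rise; in these data hits start at about 4.7%; inactives centre near -7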
Dyrk1A ADPGlo: blocks rat Dyrk1A kinase activity | ADP-Glo luminescence, NFATc1 peptide | actives 0.43% (n = 310,000) | inhibition, % at 12.5 µM | Q63470 | AID 504441; in the data active = inhibition above about 50%;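 also: plate controls were vehicle with enzyme for no effect and no enzyme for full effect; many of its hits are not listed in these tables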
KCNQ1 block: blocks the human KCNQ1 potassium channel; CHO-K1 KCNQ1, FluxOR thallium flux fluorescence; stronger effect = higher value; B-score at 10 µM; actives 1.3% (n = 310,000); AID 2642; P51787;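 active = compounds whose thallium flux B-score, printed positive for inhibition, exceeds three library SD while starting fluorescence stays within three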;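 also: channel opened by potassium depolarization with thallium stimulus after 20 min compound exposure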
RGS4 act: potentiators or activators of RGS4; HEK293 M3R/inducible RGS4, carbachol calcium flux Fluo4; stronger effect = lower value; B-score at 10 µM; actives 0.92% (n = 310,000); AID 463111;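 active = B-score of the integrated calcium signal more than 4 SD below the library mean, with starting fluorescence not abnormally high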;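 also: negative B-score means reduced calcium response which marks RGS4 activation or potentiation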
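System – HEK293 FlpIn-TREx cells, stable M3R, doxycycline-inducible RGS4 · Reagent – ECmax carbachol challenge · Times – compound preincubation 20 min at room temperature before agonist · Technique – Fluo4 fluorescence kinetic imaging of calcium · Measure – B score of integrated Fluo4 ratio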
RGS4 block: inhibitors of human RGS4 | P49798 | HEK293 M3R/RGS4 inducible, Fluo-4 calcium flux; stronger effect = higher value; triggered by carbachol at its EC20 | B-score at 10 µM | AID 463165 | actives 0.45% (n = 310,000);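 active = B-score, a plate-corrected calcium signal, over three deviations above library mean, with baseline fluorescence within five deviations of library mean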;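 also: RGS4 expression induced by doxycycline in cells with stable M3 receptor; B-score is computed from the integrated fluorescence ratio over baseline after carbachol; higher B-score means a larger calcium signal and so more RGS4 inhibition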
Target sequence (P49798 whole entry, looked up): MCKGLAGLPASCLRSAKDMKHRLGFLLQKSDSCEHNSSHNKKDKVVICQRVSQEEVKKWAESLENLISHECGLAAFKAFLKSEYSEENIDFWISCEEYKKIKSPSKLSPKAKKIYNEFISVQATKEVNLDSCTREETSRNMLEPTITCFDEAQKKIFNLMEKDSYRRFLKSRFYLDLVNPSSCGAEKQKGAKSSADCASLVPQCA
PolyA inhibitor: inhibitors of polyadenylation in S. cerevisiae; S. cerevisiae SKY197-pL101 polyadenylation reporter, beta-gal luminescence; efflux-impaired pdr1/pdr3 knockout yeast; score 100 = 6 SD above DMSO; calls only at 12 µM; actives 0.02% (n = 300,000); AID 1875;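 active = lowest replicate activity score at least 50, where 100 means six control SD above control mean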;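 also: yeast exposed to compound for 9 h at 30 °C; higher score means more reporter readthrough which indicates perturbed polyadenylation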
GSK3beta inhib: human GSK3beta kinase inhibition | P49841 | GST-GSK3beta kinase, ADP-Glo luminescence, 60 min; stronger effect = lower value | activity score (negative = inhibition), % at 10 µM | actives 0.038% (n = 300,000);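 active = more than half of replicate wells score below -50%, meaning over 50% inhibition versus plate controls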;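 also: 0% = median DMSO wells and -100% = median GW8510 positive control wells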
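Test system: GST-tagged human GSK3beta kinase, cell-free; evaluation: activity score scaled between in-plate DMSO and GW8510 controls; measured by: ADP-Glo luminescence; incubation: 60 min reaction, RT; benchmarks: DMSO and 20 µM GW8510; reagent: peptide substrate plus 25 µM ATP (final); medium: Tris/MgCl2 kinase buffer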
KCNK3 inh: human KCNK3 channel inhibition, primary screen; O14649; CHO-KCNK3 thallium flux, FluxOR fluorescence; stronger effect = lower value; B-score at 10 µM; actives 0.84% (n = 340,000); AID 602410;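 active = B-score under library mean minus 4 SD, starting fluorescence ratio at most library mean plus 5 SD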;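 also: more negative B-score means stronger inhibition of thallium flux through KCNK3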
Target sequence (O14649 whole entry, looked up): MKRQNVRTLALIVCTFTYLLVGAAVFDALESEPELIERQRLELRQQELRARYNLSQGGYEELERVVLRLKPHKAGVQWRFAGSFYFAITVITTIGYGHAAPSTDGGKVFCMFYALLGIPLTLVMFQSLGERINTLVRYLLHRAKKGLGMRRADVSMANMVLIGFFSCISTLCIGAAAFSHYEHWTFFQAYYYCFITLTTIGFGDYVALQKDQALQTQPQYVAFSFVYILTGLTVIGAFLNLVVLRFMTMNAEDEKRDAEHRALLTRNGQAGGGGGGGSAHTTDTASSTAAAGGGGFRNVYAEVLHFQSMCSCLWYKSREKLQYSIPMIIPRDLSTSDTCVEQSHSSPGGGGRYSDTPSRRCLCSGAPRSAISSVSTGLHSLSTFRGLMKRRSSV
KCNK9 block: inhibitors of human KCNK9 two-pore domain potassium channel; actives 1.2% (n = 310,000); HEK293 KCNK9, FluxOR thallium flux fluorescence; stronger effect = lower value; Q9NPC2; AID 488922; B-score at 10 µM;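 active = ratio B-score over 3 SD below the library mean, with starting fluorescence within 5 SD of its mean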;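 also: negative B-score means less thallium flux so channel inhibition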
Target sequence (Q9NPC2 whole entry, looked up, the tested form may be a part): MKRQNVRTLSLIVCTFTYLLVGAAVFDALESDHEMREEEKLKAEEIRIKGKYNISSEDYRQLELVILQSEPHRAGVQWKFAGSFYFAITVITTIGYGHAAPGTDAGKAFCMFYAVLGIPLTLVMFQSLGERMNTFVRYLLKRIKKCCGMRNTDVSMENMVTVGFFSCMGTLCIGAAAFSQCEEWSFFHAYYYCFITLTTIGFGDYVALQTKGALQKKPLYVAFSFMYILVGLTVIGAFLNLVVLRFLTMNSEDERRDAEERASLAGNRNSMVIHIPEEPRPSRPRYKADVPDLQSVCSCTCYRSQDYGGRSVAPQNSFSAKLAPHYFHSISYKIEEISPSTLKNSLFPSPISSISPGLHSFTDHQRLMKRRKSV
GSK3A inh: human GSK-3 alpha kinase inhibition; ADP-Glo luminescence, 60 min; inhibition, % at 10 µM; actives 0.1% (n = 320,000); AID 2650;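 in the data active = inhibition above about 50%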;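 also: GST-tagged GSK-3 alpha with peptide substrate and 25 µM ATP; 0% = DMSO neutral wells and 100% = GW8510 positive control wells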
* hit, by the source's call; i = inactive; . = not tested or not shown. A portion of the library; rates above refer to the full screens.

Screens in order – KCNQ1 act	hERG protect	KCNQ1 block	GSK3A inh	RGS4 block	KCNK3 inh	Dyrk1A ADPGlo	RGS4 act	GSK3beta inhib	PolyA inhibitor	KCNK9 block
Cc1nn(-c2ccccc2)c2sc(C(=O)OC3CCOC3=O)cc12 (stereo not given)
  i	-6	i	1	i	i	3	i	1	i	i
COc1cccc(N2CCN(C(=O)CN(c3ccc(C)cc3)S(=O)(=O)c3c(C)n[nH]c3C)CC2)c1
  i	-20	i	0	i	i	-3	i	1	i	i
Cc1cccc(-c2noc(CNC(=O)c3ccoc3C)n2)c1
  i	-11	i	-3	i	i	-4	i	3	i	i
Cc1ccc(/C=N\n2c(-c3ccccc3)n[nH]c2=S)s1
  i	-1	i	4	i	i	-3	i	4	i	i
CN(Cc1nc(-c2cnccn2)no1)Cc1n[nH]c2c1CCCCC2
  i	-6	i	-3	i	i	3	i	2	i	i
C=CCN(c1ccccc1)S(=O)(=O)c1ccc2c(c1)N(C(C)=O)CCO2
  i	-10	i	1	i	i	2	i	-1	i	i
N/C(=N\OC(=O)CCCOc1ccccc1)c1ccc(Br)cc1
  i	-3	i	.	i	i	6	i	2	i	i
CC(=O)Nc1nc(C)c(C(C)=O)s1
  i	-10	i	0	i	i	-2	i	2	i	i
CCC1(c2ccccc2)NC(=O)N(CC(=O)Nc2ccccc2N2CCCC2)C1=O (stereo not given)
  i	-10	i	-2	i	i	0	i	4	i	i
COc1ccccc1NS(=O)(=O)c1cc(NC(=O)CCC(=O)c2cccs2)ccc1Cl
  i	-9	i	1	i	i	6	i	0	i	i
Cc1nc(CN2CCN(Cc3nc(C(c4ccccc4)c4ccccc4)no3)CC2)cs1
  i	-8	i	0	i	i	2	-13*	-4	i	i
CCn1nc(CC(=O)Nc2ccc(-n3cnnn3)c(C)c2)c2ccccc2c1=O
  i	-11	i	0	i	i	-1	i	0	i	i
O=[N+]([O-])c1ccc(CN2CCC(Cc3ccccc3)CC2)cc1
  i	-9	i	-2	i	i	-2	i	1	i	i
CCCOc1ccc2c(c1)C(=NN=C(N)N)c1cc(OCCC)ccc1-2
  i	-9	i	-1	4.7*	i	4	i	0	i	i
Cc1cc(C)c2nc(N3CCOCC3)c(C#N)cc2c1
  i	-7	i	1	i	i	7	i	2	i	i
CN(C(=O)CCNC(=O)N1CC(=O)Nc2ccccc21)C1CCCCC1
  i	-2	i	3	i	i	-3	i	1	i	i
Cc1nn(C(C)c2n[nH]c(=S)n2-c2cccc(Cl)c2)c(C)c1[N+](=O)[O-] (stereo not given)
  i	-12	i	0	i	i	0	i	1	i	i
COc1ccc2cc3cc(C(=O)NCCN4CCN(c5ccccc5F)CC4)oc3nc2c1
  i	-6	i	-20	i	i	39	i	1	i	i
C=CCCC(=O)Nc1nc(C)c(-c2csc(Nc3cc(Cl)ccc3OC)n2)s1
  i	-15	i	-5	i	i	1	i	2	i	i
CCOCCCNC(=O)c1cn(CC)c2ccc(S(=O)(=O)N3CCCC3)cc2c1=O
  i	-6	i	-2	i	i	6	i	2	i	i
CN(C)S(=O)(=O)n1cc(/C=C(\NC(=O)c2ccccc2Cl)C(=O)NCCN2CCOCC2)c2ccccc21
  i	-7	i	-1	i	i	.	i	1	i	i
NS(=O)(=O)c1cccc(NC(=O)c2cc3ccccc3o2)c1
  i	-6	i	-2	i	i	-1	i	0	i	i
COc1ccc(-n2c(Cc3cccn3C)nnc2SCC(=O)Nc2ccc(F)cc2F)cc1
  i	-11	i	.	i	i	8	i	3	i	i
Cc1ccc(C)c(OCc2nc3ccccc3[nH]2)c1
  i	-4	i	-1	i	i	-1	i	-1	.	i
COc1ccc(N2CCN(C(CNC(=O)c3ccco3)c3cccnc3)CC2)cc1 (stereo not given)
  i	-9	i	.	i	i	10	i	1	i	i
COc1ccc(S(=O)Cc2ccc(C(=O)NC3CC3)o2)cc1 (stereo not given)
  i	-3	i	1	i	i	1	i	-2	i	i
COC(=O)CCC(=O)OC1(C)C(=O)C2=CN(C3CCCC3)C(c3ccc(OC)cc3)=CC2=C(Br)C1=O (stereo not given)
  i	-9	i	1	i	i	9	i	3	i	i
Cc1ccc(S(=O)(=O)N/N=C/c2ccc(C(=O)O)cc2)cc1
  i	-3	i	5	i	i	-7	i	1	i	i
Cc1cc(C)c(CN2CCC(n3nccc3NC(=O)CCOc3ccccc3)CC2)cc1C
  i	-9	i	2	i	i	-2	i	-2	i	i
CC(NC(=O)COC(=O)C1CCN(S(=O)(=O)c2ccccc2C(F)(F)F)CC1)c1ccccc1 (stereo not given)
  i	-9	i	1	i	i	-1	i	-2	i	i
O=C1CN(C(=O)COC(=O)CCSc2ccccc2Cl)c2ccccc2N1
  i	-2	i	1	i	i	-2	i	1	i	i
CCOCCCNC(=O)C(NC(=O)c1ccccc1O)c1ccc(C)cc1 (stereo not given)
  i	-8	i	2	i	i	3	i	1	i	i
CNC(=O)c1cccc(NC(=O)C(C)c2ccc3cc(OC)ccc3c2)c1 (stereo not given)
  i	0	i	2	i	i	4	i	2	i	i
COc1ccc(C(=O)Nc2cc([N+](=O)[O-])ccc2N2CCCC2)cc1
  i	-10	i	-2	i	i	-8	i	.	i	i
CC1CCC(NC(=O)CCNS(=O)(=O)c2ccc3c(c2)CCC(=O)N3)CC1 (stereo not given)
  i	-7	i	-1	i	i	-4	i	1	i	i
CCCCSc1nnc2n(CCc3ccccc3)c(=O)c3c4c(sc3n12)COC(C)(C)C4
  i	-16	i	-1	i	i	-3	i	4	i	i
Cc1cccc(CC(=O)N2CCCC2)c1
  i	-2	i	-6	i	i	.	i	2	i	i
COc1ccc(CCNc2ccncn2)cc1
  i	-8	i	-1	i	i	0	i	-1	i	i
O=C1C=C(c2ccccc2)CCC1
  i	-9	i	-2	i	i	6	i	2	i	i
Cc1ccccc1NC(=O)N1c2ccccc2CC1C (stereo not given)
  i	0	i	3	i	i	2	i	-2	i	i
O=C(/C=C/Nc1ccc(S(=O)(=O)Nc2ncccn2)cc1)c1cccs1
  i	0	i	0	i	i	-9	i	3	i	i
O=C(Nc1cccc(-c2cn3cccnc3n2)c1)c1ccc2c(c1)OCO2
  i	-12	i	-3	i	i	-17	i	-4	i	i
Cc1ccc2nc(NC(=O)CNS(=O)(=O)c3ccc(Br)s3)sc2c1
  i	-8	i	-3	i	i	-1	i	0	i	i
CCOc1ccc(/C=N/NC(=O)CN2CCSCC2)cc1
  i	-3	i	0	i	i	-2	i	4	i	i
COc1ccc(C(=O)/C=C(/C)N(C)C)cc1
  i	-4	i	-1	i	i	-2	i	-2	i	i
O=C(N/N=C/c1cc([N+](=O)[O-])ccc1O)C1C2CCCCC21 (stereo not given)
  i	-12	i	-2	i	.	.	i	1	i	i
O=C(C1CCCCN1S(=O)(=O)c1ccc(F)cc1)N1CCN(c2ccccc2F)CC1 (stereo not given)
  i	-9	i	0	i	i	1	i	0	i	i
Cc1cc(C)cc(NC(=O)C(=O)NCC2CCCO2)c1 (stereo not given)
  i	-2	i	.	i	i	-1	i	-4	i	i
C=CCNC(=O)c1onc(CSc2cc(C)cc(C)c2)c1C(=O)O
  i	-5	i	-1	i	i	5	i	4	i	i
CCCCC(C(=O)NC1CCCC1)N(C(=O)c1snc(C(N)=O)c1N)c1ccc(F)cc1 (stereo not given)
  i	-5	i	-2	i	i	-5	i	-3	i	i

Sorted by heavy-atom count (highest first): part of the list above.
Screens in order – KCNQ1 act	hERG protect	KCNQ1 block	GSK3A inh	RGS4 block	KCNK3 inh	Dyrk1A ADPGlo	RGS4 act	GSK3beta inhib	PolyA inhibitor	KCNK9 block
CCC1(c2ccccc2)NC(=O)N(CC(=O)Nc2ccccc2N2CCCC2)C1=O (stereo not given)
  i	-10	i	-2	i	i	0	i	4	i	i
O=C(Nc1cccc(-c2cn3cccnc3n2)c1)c1ccc2c(c1)OCO2
  i	-12	i	-3	i	i	-17	i	-4	i	i
NS(=O)(=O)c1cccc(NC(=O)c2cc3ccccc3o2)c1
  i	-6	i	-2	i	i	-1	i	0	i	i

Carrying on:
Screens in order – KCNQ1 act	hERG protect	KCNQ1 block	GSK3A inh	RGS4 block	KCNK3 inh	Dyrk1A ADPGlo	RGS4 act	GSK3beta inhib	PolyA inhibitor	KCNK9 block
CCN(CC)C(=O)NC1CC2CCCC(C1)N2Cc1ccccc1 (stereo not given)
  i	-9	i	1	i	i	3	i	2	i	i
Cc1c(NC(=O)c2ccc(C(C)(C)C)cc2)cccc1[N+](=O)[O-]
  i	-5	i	-1	i	i	-3	i	-3	i	i
COc1cccc(NC(=O)C2CCC(CNS(=O)(=O)c3ccc4c(c3)CC(C)N4C(C)=O)CC2)c1 (stereo not given)
  i	-17	i	1	i	i	-3	i	2	i	i
COc1ccc(-c2[nH]ncc2CNC(C)CCn2cccn2)c(F)c1 (stereo not given)
  i	-13	i	-1	i	i	-6	i	1	i	i
O=C(c1ccc2c(c1)OCO2)C1CCCN(Cc2ccc3nsnc3c2)C1 (stereo not given)
  i	-14	i	-1	i	i	10	i	-1	i	i
CCOc1ccc(CCNC(=O)c2cc3c(C)nccc3[nH]c2=O)cc1OCC
  i	-20	i	-2	i	i	2	i	1	i	i
O=C1N=C(c2ccccc2)C(c2ccccc2)N1 (stereo not given)
  i	-11	i	1	i	i	4	i	0	i	i
Cc1ccc(-n2ncc3c(NCCCN4CCOCC4)ncnc32)c(C)c1
  i	-5	i	-1	i	i	5	i	2	i	i
Cn1c(=O)oc2cc(S(=O)(=O)CCC(=O)Nc3ccccc3)ccc21
  i	-5	i	0	i	i	.	i	0	i	i
Cc1cc2nc(-c3ccc(NC(=O)c4cccnc4)cc3)oc2cc1C
  i	-9	i	-1	i	i	2	i	-5	i	i
